Screens deposited in PubChem by several laboratories.
P. falciparum M1AAP – malaria alanyl aminopeptidase activity blockers – biochemical, fluorogenic H-Leu-NHMec substrate, 1536-well (AID 1445); recombinant M1AAP, H-Leu-NHMec fluorogenic kinetic assay; higher % means a stronger effect; one-dose inhibition, % at 30 µM; IC50 in µM for titrated hits; actives 0.42% (n = 220,000);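 active means primary inhibition above the hit cutoff, then over 50% inhibition at one or more dose response concentrations, cut at about 23% in these data, passing the limit was not always enough; inconclusive means conflicting primary data, or primary hits not chosen for dose response; inactive means low primary inhibition, or under 50% at every dose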;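 further: plate controls were DMSO full reaction for no effect and no enzyme background for full effect; strong numbers were not always called active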
Autophagy HCS – autophagy modulation, high-content screen | calls only at 10 µM (by protocol) | MEF GFP-LC3 puncta imaging; test concentration mostly 10 µM | actives 0.98% (n = 190,000);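 active means percentage of spot-positive cells more than 3 SD above its plate mean, without a fluorescence outlier flag or 80% toxicity; inconclusive means no clear call, values can overlap the other calls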;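 further: spot-positive cell cutoff set from DMSO-treated cells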
MT stabilize HCS – stabilizes microtubules in HeLa cells. HeLa tubulin immunostaining HCS, 24 h; share of cells brighter than vehicle mean+2SD. % tubulin-high responders, % at 10 µM. actives 0.83% (n = 200,000);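 active means plate Z-score above 3 for both tubulin-high and condensed-nucleus cell shares, with cell loss under 80%, at 10 µM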;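 further: anti alpha tubulin signal scored within the nucleus-defined area of each cell; some results filed as inactive read as strong as hits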
Insulin prom up – MIN6 insulin promoter up-regulation; AID 1625; z-score at 5 µM; MIN6 insulin promoter-GFP reporter, high-content imaging; stronger effect = higher value; actives 0.3% (n = 190,000);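 active means z-score above 3 at 5 µM with at least 500 cells counted in the well; inconclusive means wells under 500 cells, flagged as cytotoxic or low count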
Dynein transport – blocks dynein driven cargo transport along microtubules; 3617.4 mouse cells, GR-EGFP nuclear translocation imaging; test concentration mostly 20 µM; stimulated with dexamethasone, 1 µM; stronger effect = lower value; actives 0.47% (n = 220,000); z-score, hits read low; AID 1381;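 active means plate z-score of nuclear minus cytoplasmic receptor signal below a set negative limit, without overly bright fluorescence or cell loss, cut at about -3.5 in these data, passing the limit was not always enough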;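 further: z-score of nuclear minus cytoplasmic ring GR-EGFP intensity difference per well; some compounds called inactive have numbers as strong as hits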
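Medium: Induction medium lacking tetracycline, stripped serum | Probe or stimulus: 1.0 µM final dexamethasone stimulus | Schedule: 48 h induction, then 1 h compound, then 30 min agonist, 37 °C | Signal: Automated 10x imaging of fixed Hoechst-stained cells | Evaluation: Per-cell GR-EGFP intensity, nucleus versus surrounding cytoplasmic ring, well-averaged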
P. falciparum M17LAP – P. falciparum M17LAP inhibitors, primary screen, biochemical, fluorogenic H-Leu-NHMec substrate, 1536-well (AID 1619); actives 0.38% (n = 220,000); inhibition, % at 30 µM, or IC50 in µM where a hit was titrated; recombinant M17LAP, H-Leu-NHMec fluorogenic kinetic assay; higher % means a stronger effect;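 active means compound inhibiting the enzyme by more than half at any dose during confirmatory dose-response retesting; inconclusive means strong single-dose inhibitors picked by rank but not retested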;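 further: plate controls were full reaction with DMSO carrier for no effect and no enzyme background for full effect; strong numbers were not always called active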
ER stress rescue – protection against thapsigargin-triggered cell killing – 384-well, CSM14.1, ATP luminescence, primary screen (AID 1222) | CSM14.1 thapsigargin-induced death rescue, ATP luminescence; higher % means a stronger effect | cellular ATP content (survival), % at 20 µM; hits with a dose series show EC50 in µM | 190,000 tested, under 10 active;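 active means EC50 below 50 µM in the dose-response confirmation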;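 further: death triggered by thapsigargin at about 15 µM added after 2 h compound pretreatment; cell ATP read after overnight thapsigargin exposure of roughly 18 to 22 hours; normalized against plate controls of thapsigargin alone and 5% DMSO vehicle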
Yfh1-off respiration – enhancers of respiration in Yfh1-depleted yeast, dose response, Friedreich's ataxia, plus single-dose screen (AID 1465). actives 0.074% (n = 220,000). S. cerevisiae Yfh1-off respiration, WST-1 reduction, 72 h; higher fold induction means a stronger effect. fold induction at 50 µM; hits with a dose series show EC50 in µM;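 active means fold induction of absorbance versus untreated yeast above a set limit, then at least 30% activation at any dose in follow-up; inconclusive means repeats straddling the limit, or above it without dose testing; inactive means fold induction below the set limit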;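 further: activators that raise dye reduction in frataxin-depleted yeast; strong numbers were not always called active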
Hep lipid drop – modulators of hepatic lipid droplet formation; AML12 mouse hepatocytes, oleate lipid droplets, BODIPY imaging; inhibition, % at 6.5 µM; actives 0.4% (n = 240,000); AID 1656;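 active means lipid droplet intensity inhibited by at least 50%, with more than 500 cells counted; inconclusive means wells with under 300 cells, treated as cytotoxic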
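Assay system: AML12 hepatocytes (mouse) / Also added: 100 µM oleic acid challenge / Times: overnight treatment with compound plus oleate / Detection: high-content imaging of BODIPY-stained droplets and DAPI nuclei / Evaluation: % inhibition of lipid droplet signal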
Dynein transport cytoplasmic EGFP – also measured in Dynein transport; calls as there; z-score; measured here: cytoplasmic GR-EGFP intensity; stronger effect = higher value
Dynein transport nuclear GR-EGFP – second read-out of Dynein transport, no call of its own (marks repeat the call); z-score; measured here: nuclear GR-EGFP intensity;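 lower value marks the stronger effect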
Dynein transport cell count – also measured in Dynein transport; calls as there; z-score; measured here: cell count per field
Insulin prom up cell count – recorded beside Insulin prom up, whose call it bears; cell count; measured here: cytotoxicity, nuclei count;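 total cells summed across four imaged fields per well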
Hep lipid drop cells 6.5 µM – recorded beside Hep lipid drop, whose call it bears; cell count; measured here: cell count, cytotoxicity flag;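 cells counted across two imaged fields per well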
MT stabilize HCS Hoechst-high % – recorded beside MT stabilize HCS, whose call it bears; % Hoechst-high responders; measured here: nuclear condensation Hoechst responders;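 share of cells brighter than vehicle mean plus two SD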
MT stabilize HCS cytotoxicity % – recorded beside MT stabilize HCS, whose call it bears; toxicity, %; measured here: cytotoxicity by cell density;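 0% = mean cell density of plate MIN control wells and 100% = no cells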
Autophagy HCS cell loss 18 h – also measured in Autophagy HCS; calls as there; toxicity, %; measured here: cell loss, nuclei count;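 cell loss after 18 h compound exposure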
Numbers without * were called inactive; i = inactive; u = inconclusive; x = no result given; + = active, no number. Hits appear at their usual frequency; any-hit rate near 3.5%.

SMILES	P. falciparum M1AAP	Autophagy HCS	Autophagy HCS cell loss 18 h	MT stabilize HCS	MT stabilize HCS Hoechst-high %	MT stabilize HCS cytotoxicity %	Insulin prom up	Insulin prom up cell count	Dynein transport	Dynein transport cytoplasmic EGFP	Dynein transport nuclear GR-EGFP	Dynein transport cell count	P. falciparum M17LAP	ER stress rescue	Yfh1-off respiration	Hep lipid drop	Hep lipid drop cells 6.5 µM
CC(C)CNC(=O)c1coc(=O)c(Br)c1	13%	i	-2	1.5	1.7	6.4	-0.89	865	-1.5	0.21	-0.63	0.74	-1%	-0.3%	i	-26	790
COCCN1C(=O)c2ccccc2C(C(=O)N2CCN(c3ccccc3)CC2)C1c1ccc(F)cc1 (centres undefined)	12%	i	-3	1.5	2.0	5.6	-0.56	922	0.24	-0.22	0.026	0.38	-3%	-1.7%	i	-9	728
CCOC(=O)Nc1sc(C)c(C)c1C(=O)OCC	8%	i	10	4.9	1.4	8.9	-0.14	1279	2.1	-0.19	1.1	-1.6	0%	-8.7%	i	-26	601
CCC(=O)Nc1ccc(Oc2ccc3c(c2)C(=O)NC3=O)cc1	-2%	i	-1	1.2	1.6	8.7	-0.2	1334	-0.68	-0.11	-0.094	0.34	-13%	-2.4%	i	8	754
Cc1ccccc1Cc1ccc(Cl)nn1	6%	i	3	3.2	3.8	7.7	0.14	1279	-0.45	-0.093	0.081	-0.088	-7%	-0.9%	i	x	x
Clc1ccc(-c2nnn(Cc3nc4ccccc4s3)n2)cc1	0%	i	6	2.8	3.1	14	0.25	1259	-1	-0.057	-0.81	0.76	3%	-2.2%	i	x	x
Nc1nc(NCC2CCCO2)nc(Nc2ccc(Cl)cc2)c1[N+](=O)[O-] (centres undefined)	6%	x	x	x	x	x	-1.7	901	-0.37	-0.12	0.25	0.46	-10%	x	i	-17	689
Cc1ccc(NC(=O)CN2C(=O)NC(Cc3c[nH]c4ccccc34)C2=O)cc1S(=O)(=O)N1CCCCC1 (centres undefined)	7%	i	8	2.9	3.7	7.6	-0.43	1295	-0.41	-0.27	-0.59	0.54	6%	-0.1%	i	-2	642
Cc1noc(NS(=O)(=O)c2ccc(N/C=C\C(=O)c3ccc(F)cc3)cc2)c1C	10%	i	4	2.1	2.0	0.7	0.89	1529	-0.71	0.005	-0.14	0.61	18%	-0.8%	i	x	x
Cc1ccc(-n2c(Cl)c(Cl)nc(Cl)c2=O)cc1	8%	i	23	3.0	4.9	8.0	u	x	-4.1*	1.9*	-2.1*	-0.28*	-6%	-3.1%	i	x	x
C=CCNC(=O)CSCc1ccc(Br)cc1	-1%	i	12	5.6	3.2	9.6	-0.34	1681	0.63	-0.1	1.1	-1.2	-5%	0.4%	i	-1	640
COC(=O)C1=C(C)N(CCCC(=O)O)C(=O)NC1c1ccc(-c2ccccc2)cc1 (centres undefined)	4%	i	25	2.2	2.3	1.6	0.26	1164	0.75	-0.26	0.66	0.17	35%	-3.5%	i	1	779
COC(=O)c1cn(NC(=O)C2CCCO2)c(=O)c2ccccc12 (centres undefined)	1%	+	-1.2*	2.2	2.5	14	0.46	1069	1.5	-0.27	1.5	-0.054	1%	1.4%	i	-16	735
Cc1cc(C(F)(F)F)c(C#N)c(SCC(=O)NC(C)(C)C)n1	5%	i	35	2.8	1.8	8.0	1.4	1176	0.26	-0.21	0.32	0.3	8%	-2.5%	i	1	765
C=CCN(CC=C)C(=O)Cc1ccc(F)cc1	14%	i	32	3.0	0.8	7.2	1.4	1368	-0.79	0.44	-0.17	-0.44	-9%	-1.6%	i	-2	704
O=C(CCn1c(=O)c2ccccc2n(Cc2ccccc2)c1=O)NCc1ccc2c(c1)OCO2	-3%	i	-2	0.4	1.7	5.5	-0.17	917	0.13	-0.18	-0.085	0.41	-2%	-0.7%	x	-1	789
COc1cc(C(=O)Nc2cccc(-c3cn4cccnc4n3)c2)cc(OC)c1OC	8%	i	1	2.2	2.8	0.3	x	x	-0.44	-0.31	-0.13	0.44	-13%	-2.0%	i	5	741
O=C(C1CCN(Cc2cc(Cl)ccc2O)CC1)N1CCN(Cc2ccccc2)CC1	8%	i	13	4.3	1.7	5.5	-0.14	1869	-0.12	-0.28	0.27	-0.0049	7%	-0.4%	x	14	657
COc1cccc(NC(=S)N(CCN(C)C)C(C)c2cccnc2)c1 (centres undefined)	-2%	i	3	1.9	1.3	3.0	x	x	1.5	-0.22	0.6	-0.99	2%	-1.0%	i	9	749
Cc1ccc2nc(N3CCN(Cc4nnnn4C4CCCC4)CC3)c(C#N)cc2c1	0%	i	2	2.7	1.4	2.1	x	x	-0.18	-0.22	-0.22	0.054	6%	-5.4%	i	3	735
CCOc1ccc(Oc2c(/C=N/NC(N)=O)c(C)nn2-c2ccccc2)cc1	-8%	i	9	4.1	1.6	3.7	-0.81	1308	0.87	-0.16	0.26	-0.61	4%	-0.8%	i	15	675
O=[N+]([O-])c1ccc(NCCNCCOc2nonc2-c2ccccc2)c([N+](=O)[O-])c1	4%	i	-6	4.5	2.5	4.2	0.46	1673	0.36	-0.17	-0.35	0.12	31%	-0.6%	i	-14	707
Cc1cc2c(cc1S(=O)(=O)N1CCc3ccccc31)NC(=O)CO2	-5%	i	8	7.6	1.5	23	-0.67	1210	-1.1	-0.3	-0.078	0.93	-6%	0.9%	i	-6	703
O=C1Nc2ccccc2/C1=C/c1cccnc1	10%	i	3	5.3	2.6	5.5	-0.02	1179	-0.35	-0.2	-0.45	0.57	20%	-0.1%	i	-3	776
CCC(=O)N1CCN(c2ccc(Cl)cc2NC(=O)c2ccc3c(c2)OCCO3)CC1	-1%	i	-2	1.9	2.4	4.2	-1.2	2003	1.1	-0.25	0.38	0.88	3%	-2.9%	i	26	688
O=C(Nc1ccccc1)c1nn(-c2ccccc2)c(=O)cc1C(F)(F)F	-3%	+	10.0*	16*	8.5*	19*	0.06	1233	-0.32	0.15	-0.3	1.3	-6%	2.0%	i	x	x
O=C(CCCN1CCOCC1)c1ccc2c(c1)OCCO2	1%	i	-4	5.8	3.8	3.7	0.38	1115	0.62	-0.28	0.36	-0.3	0%	0.4%	i	x	x
C/C(=N\OC(=O)c1c(-c2ccccc2Cl)noc1C)c1ccncc1	6%	i	-3	2.6	1.7	8.9	-0.24	1619	-0.59	-0.25	-0.19	0.079	-3%	-0.9%	i	5	692
O=c1[nH]c(CSc2ccccn2)nc2c1oc1ccccc12	-2%	i	-5	2.9	1.9	10	-0.36	1525	-0.57	-0.28	0.12	0.41	22%	0.2%	i	1	686
Cc1ccc(CNC(=O)C2CCCN2C(=O)NCc2ccccc2)cc1 (centres undefined)	16%	i	0	2.7	1.3	10	-0.03	1589	0.38	-0.21	0.46	0.32	15%	0.8%	i	x	x
CCN(CC)c1c([N+](=O)[O-])c(=O)n(CC)c2ccccc12	4%	x	x	x	x	x	-1.4	1149	0.98	-0.091	0.53	-0.63	2%	x	i	-18	732
COc1ccc(N(C)C(=O)Cc2c(C(=O)O)[nH]c3ccccc23)c(OC)c1	7%	i	0	2.3	3.8	3.2	-0.58	1150	-0.92	0.15	-0.37	0.19	-7%	0.3%	i	29	646
CCCCc1ccc(S(=O)(=O)Nc2ccc(C)c(NS(C)(=O)=O)c2)cc1	3%	x	x	x	x	x	0.53	1019	-0.57	-0.24	0.12	0.86	9%	x	i	-45	696
CCN(C(=O)COC(=O)c1ccc2c(=O)n3c(nc2c1)CCC3)C1CCS(=O)(=O)C1 (centres undefined)	2%	i	1	2.4	2.0	9.2	0	1106	0.14	-0.22	-0.22	-0.12	1%	1.0%	i	6	682
CC(=O)N1CCc2ccc(NC(=O)c3c(-c4c(Cl)cccc4Cl)noc3C)cc21	1%	x	x	x	x	x	0.13	1571	0.55	0.13	0.45	-1.6	2%	x	i	4	735
Cc1[nH]c2ccccc2c1SCCN	x	i	3	5.1	2.3	8.4	x	x	-0.22	-0.21	0.037	-0.051	x	x	i	x	x
COc1ccc(CCNC(=O)CSc2cn(Cc3ccccc3)c3ccccc23)cc1OC	-2%	i	21	3.9	1.7	5.4	-0.45	1365	-0.56	-0.21	0.32	0.4	9%	-2.4%	i	-15	708
CCOc1ccc(NC(=O)N(CCCN2CCOCC2)Cc2cccnc2)cc1	-2%	i	-3	1.3	3.4	5.4	1.1	870	0.0032	-0.17	0.14	-0.53	9%	-0.9%	i	x	x
